BAZ2B inh: BAZ2B (human) inhibition; Potency, µM (highest dose often 114 µM), for inactives: at the highest dose activity change, negative = inhibition, actives largely listed as inhibitors; AlphaScreen BAZ2B-H3K14Ac peptide displacement; 360,000 tested, 4.4% active; Q9UIF8; AID 504333; further: on the % scale 0 is the no-effect control and ±100 the full control effect; nearly all actives have a fitted effect of over 60% in size
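Multi-concentration screen (max 110 uM) measuring displacement of acetylated histone H3 peptide from BAZ2B by AlphaScreen, using 50 nM protein, 50 nM peptide and 10 ug/mL streptavidin donor plus Ni-chelate acceptor beads.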
POLK inh: blocks human DNA polymerase kappa activity; Q9UBT6; purified Pol kappa, fluorescent DNA synthesis assay, 10 min; Potency, µM (top dose mostly 107 µM), inactives show top-dose activity, negative = inhibition, usual class: inhibitors; 400,000 tested, 0.53% active; further: on the % scale 0 is the no-effect control and ±100 the full control effect
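Kinetic fluorescence readout at 0 and 10 min followed reaction start with substrate at 50 nM final. Beforehand, enzyme (10 nM Pol kappa) stood 15 min with compound at room temperature; buffer-only wells were negative controls.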
Pol iota inh: DNA polymerase iota (human) inhibition; Q9UNA4; Pol iota fluorescent replication assay, 10 min; 390,000 tested, 1% active; AID 588590; Potency, µM (doses to about 115 µM), inactives show at the highest dose activity, negative = inhibition, usual class: inhibitors
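Fluorescent replication assay read twice, at 0 min and 10 min after adding 50 nM (final) substrate. Enzyme (10 nM) and compounds were first incubated 15 min at room temperature; enzyme-free buffer wells were negative controls.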
Pol beta inh: DNA polymerase beta (human) inhibition | P06746 | Pol beta primer extension/strand displacement, fluorescence kinetic | Potency, µM (series often up to 114 µM), inactives show top-dose activity change, negative = inhibition, usual class: inhibitors | 340,000 tested, 1.3% active; further: on the % scale 0 is the no-effect control and ±100 the full control effect
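Homogeneous kinetic assay of primer extension and strand displacement by 10 nM Pol beta, preincubated 15 min at room temperature with compound before 50 nM substrate (final) was added. Read at 0 and 10 min; four-parameter Hill fit.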
APEX1 inh: blocks human APE1 abasic DNA cleavage; P27695; recombinant APE1, TAMRA/BHQ-2 abasic DNA cleavage fluorescence; Potency, µM (top dose mostly 65.8 µM), without a hit: top-dose activity change, negative = inhibition, actives largely listed as inhibitors; 350,000 tested, 0.35% active; AID 2517;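 further: plate controls were vehicle for no effect and reference inhibitor for full effect; nearly all actives have a fitted effect of over 55% in size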
Target sequence (P27695 whole entry, looked up): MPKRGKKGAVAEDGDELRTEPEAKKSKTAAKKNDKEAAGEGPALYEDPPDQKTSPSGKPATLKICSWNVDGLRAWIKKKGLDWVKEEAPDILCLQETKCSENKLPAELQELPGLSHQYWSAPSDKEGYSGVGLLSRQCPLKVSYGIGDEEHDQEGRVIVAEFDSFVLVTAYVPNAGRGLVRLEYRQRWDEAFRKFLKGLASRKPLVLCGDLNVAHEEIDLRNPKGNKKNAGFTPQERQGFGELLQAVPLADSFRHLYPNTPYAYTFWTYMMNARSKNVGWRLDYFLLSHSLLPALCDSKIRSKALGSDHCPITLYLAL
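Quantitative HTS: incision of a TAMRA/BHQ-2 double-stranded substrate bearing a tetrahydrofuran abasic site by 0.75 nM APE1 raises fluorescence. Substrate 50 nM final, added after 15 min compound preincubation at room temperature; progress as third-minus-first kinetic read difference.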
BLM helicase inh: Bloom syndrome helicase (human) inhibition; Potency, µM (highest dose often 56.1 µM), for inactives: top-dose activity change, negative = inhibition, hits mostly inhibitors; recombinant BLM DNA unwinding, fluorescence dequenching; P54132; 350,000 tested, 0.2% active;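 further: plate controls were vehicle for no effect and no enzyme for full effect; nearly all actives have a fitted effect of over 35% in size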
Pol eta inh: inhibitors of human DNA polymerase eta; Q9Y253; recombinant Pol eta, fluorescent DNA replication assay; Potency, µM (titrated, usually from 114 µM), for inactives: at the top dose activity change, negative = inhibition, usual class: inhibitors; 390,000 tested, 1.2% active; AID 588591; further: on the % scale 0 is the no-effect control and ±100 the full control effect
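Fluorescent replication assay: 50 nM final substrate added after a 15 min room-temperature compound preincubation with 10 nM enzyme. Signal taken at 0 min and again at 10 min.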
G9a inh: inhibitors of human histone lysine methyltransferase G9a; 350,000 tested, 8.8% active; Q96KQ7; Potency, µM (series often up to 102 µM), without a hit: at the top dose activity, negative = inhibition, actives largely listed as inhibitors; G9a H3K9 monomethylation, AlphaScreen, 2 h; further: on the % scale 0 is the no-effect control and ±100 the full control effect; nearly all actives have a fitted effect of over 75% in size
Target sequence (Q96KQ7 913-1193 limits assumed): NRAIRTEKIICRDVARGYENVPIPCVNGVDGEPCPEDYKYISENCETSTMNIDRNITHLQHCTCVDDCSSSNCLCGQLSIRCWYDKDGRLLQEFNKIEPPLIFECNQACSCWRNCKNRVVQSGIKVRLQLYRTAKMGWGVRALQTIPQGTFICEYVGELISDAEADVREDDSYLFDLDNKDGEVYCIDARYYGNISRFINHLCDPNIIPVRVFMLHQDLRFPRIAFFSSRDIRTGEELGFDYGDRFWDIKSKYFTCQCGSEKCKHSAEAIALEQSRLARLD
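Methyltransferase reactions run at room temperature for 2 h (20 nM enzyme, 500 nM biotin-H3K9 peptide, 20 uM SAM) after a 15 min compound preincubation; product detected by AlphaScreen beads and anti-H3K9me1 antibody.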
Apoferritin bind: candidate novel general anesthetic via apoferritin binding | P02791 | apoferritin/1-aminoanthracene competitive binding, fluorescence | Potency, µM (series often up to 77.5 µM), inactives show at the top dose activity change, negative = displacement, most hits filed as inhibitors | 350,000 tested, 0.074% active | AID 485281; further: on the % scale 0 is the no-effect control and ±100 the full control effect; nearly all actives have a fitted effect of over 20% in size
Target sequence (P02791 2-175 limits assumed): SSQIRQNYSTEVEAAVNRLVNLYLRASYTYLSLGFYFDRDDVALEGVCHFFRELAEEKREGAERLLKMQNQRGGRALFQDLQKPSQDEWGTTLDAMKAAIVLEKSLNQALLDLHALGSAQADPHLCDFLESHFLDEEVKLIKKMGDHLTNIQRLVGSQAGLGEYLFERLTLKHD
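In PBS, apoferritin at 10 uM is loaded with 1-AMA from a 50% saturated solution. After 10 min of compound exposure at ambient temperature, reduced 535 nm fluorescence indicates probe displacement.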
* marks the source's active call; other numbers are inactive results; ? = inconclusive; . = no result given; & = joins results of further samples; [ ] = remark or other dose. The call rests on the fitted dose curve; in most records, active means well fitted curve in the direction sought with a large enough effect; inconclusive means small, poorly fitted or top-dose-only effect, or another doubt; inactive means no such curve, though single readings can be large; an effect the other way counts as inactive or inconclusive. Potency means the concentration at half of the fitted maximal effect.

Pol iota inh,G9a inh,BAZ2B inh,Apoferritin bind,APEX1 inh,BLM helicase inh,Pol beta inh,POLK inh,Pol eta inh,smiles
?,-33%&-9%[59 µM],?,13%&14%,6%,-28%&-20%,10µM*,0%&-4%,?,Cc1cccc(-c2nnn3c2nc(NCCc2ccc(S(N)(=O)=O)cc2)c2ccccc23)c1
16%,-12%,-21%,-6%,5%,-5%,3%,4%[60.1 µM],-13%,Cc1ccc(CN2CCN(Cc3cnc(N4CCOCC4)s3)CC2CCO)o1 (stereo unspecified)
24%,18%,4%,-11%,2%,-4%,9%,-1%,-21%,Cc1ccc(S(=O)(=O)N(C)c2ccc3sc(C)nc3c2)cc1
6%,?,-29%,-20%,0%,-3%,-1%,-21%,10%,CCOc1ccccc1N1Cc2ccccc2C1
4%,-16%[59 µM],-3%,-12%,.,0%,0%,-7%[60.1 µM],-20%,Cc1ccc([N+](=O)[O-])c(Oc2ncnc3c2oc2ccccc23)c1
67%[activator],?,?,-5%,8%,-4%,6%,-8%,-1%,Cc1ccc(NCc2nc3ccccc3n2C)c(C)c1
13%,-36%[59 µM],-26%,546%[activator],.,-14%,?,-9%,?,COc1cc(/C=C/c2nc(C#N)c(NC(C)c3ccccc3)o2)cc(OC)c1OC (stereo unspecified)
?,.,.,.,3%,.,.,-7%,-10%,O=C(O)c1cccc(S(=O)(=O)NCC2COc3ccccc3O2)c1 (stereo unspecified)
?,-13%[59 µM],-40%,55%[activator],.,-6%,17%,0%,-2%,O=S1(=O)c2ccccc2N(Cc2ccccc2Cl)c2ccccc21
23%,-4%[0.501 µM],1%,-16%,30%,-4%,-11%,-2%,-15%,COc1cc([N+](=O)[O-])ccc1NC(=O)C1C2C=CC(C2)C1C(=O)O (stereo unspecified)
21%,0%[12.7 µM],-20%,-13%,0%,1%,?,2%,-6%,CCCCOC(=O)CSc1nc(N)c(C#N)c(-c2ccc(OCC)cc2)c1C#N
8%,-12%,5%,-3%,11%,-4%,5%,-7%,-10%,O=C(O)c1cc(NN=Nc2cccc(S(=O)(=O)O)c2)cc([N+](=O)[O-])c1
7%,25µM*,-5%,-3%,20%,-3%,27%,12%,-12%,CC(CC(=O)Nc1nnc(C(C)(C)C)s1)c1ccccc1 (stereo unspecified)
-25%,-13%[59 µM],-9%,-9%,.,-9%,1%,-14%,-10%,Cc1ccc(-c2nc3c(cnn3-c3ccccc3)c(=O)n2-c2ccc(Cl)cc2)cc1
21%,.,-2%,-10%,2%,-3%,33%,9%,-17%,CCc1c(C(=O)Nc2ccccc2C(N)=O)csc1C
45%[activator],47%[activator],1%,?,-5%,-1%,5%,9%,-17%,COc1cccc(C(=O)NCC(=O)N/N=C/c2ccc3c(c2)OCO3)c1
81%[activator],5%,-9%,7%,-1%,-4%,41%,-35%,5%,O=C(Cn1nc(C(=O)O)c2ccccc2c1=O)Nc1cc(Cl)cc(Cl)c1
6.3µM*,28µM*,45µM*,?,38%,-3%,?,-10%,-5%,CCOC(=O)N1CCN(C2=C(NS(=O)(=O)c3ccc(NC(C)=O)cc3)C(=O)c3ccccc3C2=O)CC1
180%[activator],15%,.,-18%,14%,-3%,26%,2%,-21%,COc1ccccc1N1CCN(C(=O)COc2cc(C)cc(C)c2)CC1
13%,10µM*,-9%,-15%,6%,-4%,-6%,-5%,-24%,CCCCN(C(=O)CCCSc1nc2ccccc2[nH]1)c1c(N)n(Cc2ccccc2)c(=O)[nH]c1=O
2%,72%[activator],-1%,-2%,30%,0%,47%,-4%,6%,COc1ccc(CCNC(=O)CN(c2ccc(OC)c(OC)c2)S(=O)(=O)c2ccccc2)cc1OC
11%,9%,-13%,-3%,10%,-4%,11%,-15%,-1%,O=[N+]([O-])c1cccc(S(=O)(=O)N2CCN(c3ccccn3)CC2)c1
20%,0%[59 µM],-21%,-3%,.,-6%,2%,-7%,-22%,COC(=O)c1sc2cccc(F)c2c1S(=O)(=O)NCc1ccc(Cl)cc1
5%,6%[12.7 µM],2%,.,-15%,.,.,-11%,-11%,COc1ccc(-c2cc(C(=O)NC(C)c3ccccn3)c3ccccc3n2)cc1OC (stereo unspecified)
38%&47%[activator],3%[59 µM],2%&-1%,-4%&7%,4%,-2%&-4%,-1%&25%,-8%&-1%,-6%&-7%,CSCCC(NS(=O)(=O)c1ccc2c(c1)oc(=O)n2C)C(=O)NCc1ccccc1 (stereo unspecified)

Profiles from above. Screens in order: Pol iota inh, G9a inh, BAZ2B inh, Apoferritin bind, APEX1 inh, BLM helicase inh, Pol beta inh, POLK inh, Pol eta inh
COc1ccc(-c2cc(C(=O)NC(C)c3ccccn3)c3ccccc3n2)cc1OC (stereo unspecified) as listed: 5%, 6%[12.7 µM], 2%, ., -15%, ., ., -11%, -11%
CCCCN(C(=O)CCCSc1nc2ccccc2[nH]1)c1c(N)n(Cc2ccccc2)c(=O)[nH]c1=O as listed: 13%, 10µM*, -9%, -15%, 6%, -4%, -6%, -5%, -24%
Cc1ccc([N+](=O)[O-])c(Oc2ncnc3c2oc2ccccc23)c1 as listed: 4%, -16%[59 µM], -3%, -12%, ., 0%, 0%, -7%[60.1 µM], -20%

(listing goes on)
Pol iota inh,G9a inh,BAZ2B inh,Apoferritin bind,APEX1 inh,BLM helicase inh,Pol beta inh,POLK inh,Pol eta inh,smiles
7%,10µM*,?,9%,?,-5%,0%,-10%,-14%,O=c1c2ccccc2nc(SCc2cn3ccsc3n2)n1-c1ccccc1
-6%,?,5%,-8%,-2%,-2%,-4%,4%,-6%,CC1=C(C(=O)OCC2CCCO2)C(c2coc3ccccc3c2=O)C2=C(CCCC2=O)N1 (stereo unspecified)
.,-5%[0.501 µM],.,.,-5%,-4%,.,-6%[60.1 µM],.,COCCn1c(=O)c(-c2cccs2)nc2cnc(Oc3ccccc3)nc21
-10%,.,?,-11%,?,2%,2%,-6%,-14%,CCC(=O)Nc1cccc(NC(=S)NC(=O)c2ccc(C)cc2)c1
-10%,?,-2%,-8%,8%,-3%,?,-4%,-12%,CCC(=O)Nc1ccc2c(c1)C(=O)c1ccccc1C2=O
7%,-6%[59 µM],-22%,-21%,.,-11%,-9%,-13%,-9%,Cc1ccc(OCc2nc(-c3ccc(C(=O)N4CCN(c5cccc(C(F)(F)F)c5)CC4)cc3)oc2C)cc1
31%[activator],?,-2%,.,-1%,.,.,-4%,-10%,CCc1noc(C)c1C(=O)NCCc1ccc(Cl)cc1
-15%,75%[activator],-11%,-5%,9%,-7%,36%,-4%,-11%,CC(CCc1ccccc1)NC(=O)CNC(=O)c1cccs1 (stereo unspecified)
53%[activator],20µM*,-25%,-7%,-1%,1%,-12%,-2%,-18%,O=S(=O)(NC(=S)NC1CCCCC1)c1cccs1
-21%,10%[59 µM],-1%,-12%,.,-10%,0%,-6%[60.1 µM],-11%,Cc1nc(-c2ccc(F)cc2)sc1CCNC(=O)c1ccc(OC(C)C)cc1
7%,?,6%,0%,-2%,-2%,-7%,-9%,?,COc1ccccc1OCc1ccc(C(=O)NC(C)(C)C)o1
47%[activator],8%[59 µM],5%,.,3%,.,.,8%,-18%,CCCCn1nc(C(=O)N(CCOC)c2c(N)n(CCCC)c(=O)[nH]c2=O)c2ccccc2c1=O
31%[activator],5%,3%,5%,-1%,0%,-3%,3%,-20%,CC1(C)CC(NC2C3CC4CC(C3)CC2C4)CC(C)(C)N1 (stereo unspecified)
26%,-4%,-5%,-4%,23%,0%,15%,3%,-2%,Cc1sc2ncn(CC(=O)N3CCC(C(N)=O)CC3)c(=O)c2c1S(=O)(=O)N1CCOCC1
10%,14%[12.7 µM],-21%,.,21%,.,.,5%,-6%,NS(=O)(=O)c1ccc(NC(=O)c2ccc(Cl)c(S(=O)(=O)NCc3ccco3)c2)cc1
?,-2%[59 µM],?,4%,-3%,26%,1%,-10%,-8%,COc1ccc2cc3cc(C(=O)NCCN4CCc5ccccc5C4)oc3nc2c1
-8%,-5%[12.7 µM],-29%,-21%,-3%,-5%,-1%,-20%,-3%,Cc1[nH]nc2nc(SCC(=O)NCC3CCCO3)n(-c3ccc(Br)cc3)c(=N)c12 (stereo unspecified)
8%,-46%,-32%,-19%,1%,-5%,2%,-17%,8%,O=C(NCc1ccco1)/C(=C/C=C/c1ccccc1)NC(=O)c1ccco1
23%,.,-6%,-20%,1%,0%,46%,0%,-2%,CC(C)C(NS(=O)(=O)c1cccc2nsnc12)C(=O)N1CCc2ccccc2C1 (stereo unspecified)
0%,2µM*,-9%,-6%,2%,-1%,42%,2%,-5%,C=CCn1c(-c2ccccc2OC)n[nH]c1=S
-13%,14%[59 µM],-34%,-15%,-8%,-9%,7%,-7%,8%,O=[N+]([O-])c1ccc2nc(/C=C/c3ccc(Cl)cc3)[nH]c2c1
2%,-14%[59 µM],4%,-13%,-7%,-3%,44%,-22%,-3%,COc1ccccc1Cn1nnc2c(=O)[nH]c(C3CCN(C(=O)c4ccc(C)cc4)CC3)nc21
-4%,5%[59 µM],-3%,5%,-2%,-8%,-7%,3%,-18%,COc1ccc(N(C(=O)c2ccc(C)cc2)S(=O)(=O)c2cccs2)cc1
11%,36%[activator],3%,-15%,-2%,-4%,8%,-18%,-10%,O=S(=O)(NCc1cc(-c2ccccc2)no1)c1ccc(Cl)cc1
27%,-31%[59 µM],-6%,1%,.,-11%,?,-1%,-7%,CCc1ccc(C(=O)c2cn(CC(=O)Nc3ccc(OC)cc3)c3cc4c(cc3c2=O)OCO4)cc1

3 entries out of the list above, arranged by their value in G9a inh, high to low:
Pol iota inh,G9a inh,BAZ2B inh,Apoferritin bind,APEX1 inh,BLM helicase inh,Pol beta inh,POLK inh,Pol eta inh,smiles
53%[activator],20µM*,-25%,-7%,-1%,1%,-12%,-2%,-18%,O=S(=O)(NC(=S)NC1CCCCC1)c1cccs1
7%,10µM*,?,9%,?,-5%,0%,-10%,-14%,O=c1c2ccccc2nc(SCc2cn3ccsc3n2)n1-c1ccccc1
0%,2µM*,-9%,-6%,2%,-1%,42%,2%,-5%,C=CCn1c(-c2ccccc2OC)n[nH]c1=S

Not all compounds are listed (hit frequency here may not be typical).
